OX1R antag-1 = antagonists of human orexin 1 receptor; AID 434989; CHO/OX1R cells, Fluo-8 calcium fluorescence, orexin A; O43613; inhibition, % at 5 µM; 330,000 compounds, 0.43% hits;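 active = inhibition above its plate's threshold, mean inhibition of all tested compounds on the plate plus 3 SD, cut at about 37% in these data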;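 note: 0% = orexin A challenge wells and 100% = SB-334867-A antagonist wells; not every result past the cut was called active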
Target sequence (O43613 whole entry, looked up): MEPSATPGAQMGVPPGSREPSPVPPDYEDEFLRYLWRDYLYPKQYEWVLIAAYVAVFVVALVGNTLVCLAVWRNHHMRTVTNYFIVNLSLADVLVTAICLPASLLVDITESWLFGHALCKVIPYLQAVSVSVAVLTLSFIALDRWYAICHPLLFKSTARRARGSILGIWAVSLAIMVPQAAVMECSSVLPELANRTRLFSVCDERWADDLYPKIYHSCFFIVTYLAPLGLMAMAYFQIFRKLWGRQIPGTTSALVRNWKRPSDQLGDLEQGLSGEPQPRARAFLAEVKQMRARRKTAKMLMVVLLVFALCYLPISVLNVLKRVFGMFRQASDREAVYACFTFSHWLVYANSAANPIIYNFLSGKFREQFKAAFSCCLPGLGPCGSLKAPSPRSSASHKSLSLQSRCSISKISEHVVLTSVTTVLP
OX1R antag-2 = antagonists of human orexin 1 receptor (OX1R); O43613; OX1R-expressing cells, FRET antagonist read-out; inhibition, % at 6.6 µM; 330,000 compounds, 1.8% hits; AID 485270; in the data active = inhibition mostly above about 38%, no sharp cut-off; inactive = mostly below about 40%;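 note: 0% = agonist challenge alone and 100% = reference antagonist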
* = called active by the depositor.

For COc1ccc2c(-c3ccccc3)cc(SCC(=O)NC3CCS(=O)(=O)C3)nc2c1 (centres undefined) the results were OX1R antag-1 -14.9 and OX1R antag-2 10.7.
Screening COc1ccc(-c2csc(N(CCCN(C)C)C(=O)c3ccccc3F)n2)cc1 returned OX1R antag-1 -20.0 and OX1R antag-2 -0.6.
Screening COc1ccc(-c2noc(N3CCC(C(=O)NCCCN4CCCC(C)C4)CC3)n2)cc1 (centres undefined) returned OX1R antag-1 -7.0 and OX1R antag-2 6.8.
O=C(CN1C(=O)C2C3CC(C(Br)C3Br)C2C1=O)OCC(=O)c1cccc([N+](=O)[O-])c1 (centres undefined) was read as OX1R antag-1 -13.7 and OX1R antag-2 14.3.
Screening CS(=O)(=O)Nc1ccccc1C(=O)O returned OX1R antag-1 -12.1 and OX1R antag-2 15.8.
Cc1ccc(NS(=O)(=O)c2ccc(-c3cnc(C4CC4)o3)cc2)cc1 was read as OX1R antag-1 9.4 and OX1R antag-2 18.8.
Screening Cn1nnnc1Sc1ncnc2scc(-c3cc4ccccc4o3)c12 returned OX1R antag-1 -2.0 and OX1R antag-2 6.5.
For Fc1ccc(Cn2nnnc2CN2CCN(C3CCCCC3)CC2)cc1 the results were OX1R antag-1 -15.3 and OX1R antag-2 5.5.
For CC(C)CC(=O)Nc1nnc(SCC(=O)Nc2ccc3c(c2)OCO3)s1 the results were OX1R antag-1 -16.5 and OX1R antag-2 18.5.
`COc1ccccc1Cn1c(/C=C/c2ccccc2)nc2ccccc21` gave OX1R antag-1 -18.1 and OX1R antag-2 32.0.
For O=C1OC(Nc2ccc(Br)cn2)c2ccccc21 (centres undefined) the results were OX1R antag-1 -12.3 and OX1R antag-2 16.1.
Screening O=C(CSc1nc2[nH]ncc2c(=O)[nH]1)Nc1nccs1 returned OX1R antag-1 1.4 and OX1R antag-2 8.2.
For COc1cc2c3c(c1)C1(C(=O)N3C(C)(C)C=C2C)C(C#N)=C(N)Oc2cc(O)ccc21 (centres undefined) the results were OX1R antag-1 -21.6 and OX1R antag-2 7.2.
CC1=CC(=C(C#N)C#N)C=C(C)N1Cc1ccc(Cl)cc1 was read as OX1R antag-1 0.8 and OX1R antag-2 12.0.
O=C(NCCOc1ccccc1Cl)C(=O)NCCOc1ccccc1Cl was read as OX1R antag-1 -8.8 and OX1R antag-2 14.1.

3 entries picked at random from the list so far:
Screening O=C(CSc1nc2[nH]ncc2c(=O)[nH]1)Nc1nccs1 returned OX1R antag-1 1.4 and OX1R antag-2 8.2.
Screening COc1ccc(-c2noc(N3CCC(C(=O)NCCCN4CCCC(C)C4)CC3)n2)cc1 (centres undefined) returned OX1R antag-1 -7.0 and OX1R antag-2 6.8.
O=C(CN1C(=O)C2C3CC(C(Br)C3Br)C2C1=O)OCC(=O)c1cccc([N+](=O)[O-])c1 (centres undefined) was read as OX1R antag-1 -13.7 and OX1R antag-2 14.3.

Returning to the listing, starting two compounds before the break.
CC1=CC(=C(C#N)C#N)C=C(C)N1Cc1ccc(Cl)cc1 was read as OX1R antag-1 0.8 and OX1R antag-2 12.0.
O=C(NCCOc1ccccc1Cl)C(=O)NCCOc1ccccc1Cl was read as OX1R antag-1 -8.8 and OX1R antag-2 14.1.
`COc1ccccc1C1CC(=O)Oc2c(C(C)C)ccc(C)c21` (centres undefined) gave OX1R antag-1 -12.2 and OX1R antag-2 10.4.
COc1ccc(S(=O)(=O)N[C@@H](C)C(=O)OCC(=O)Nc2cc3oc4ccccc4c3cc2OC)cc1 was read as OX1R antag-1 14.1 and OX1R antag-2 41.5.
CC1=NOC2(C1)/C(=N/O)CCC/C2=N\O (centres undefined) was read as OX1R antag-1 -24.3 and OX1R antag-2 -2.5.
For CCCN1CCC(N2CCN(c3cccc(C(F)(F)F)c3)CC2)CC1 the results were OX1R antag-1 -22.9 and OX1R antag-2 22.8.
Cc1cc(C(=O)N(C)CC2CCCN(CCc3ccc(F)cc3)C2)c(C)o1 (centres undefined) was read as OX1R antag-1 -26.1 and OX1R antag-2 34.2.
For CCCCNc1cc(=O)n(C)c(=O)[nH]1 the results were OX1R antag-1 -10.4 and OX1R antag-2 13.7.
`Brc1ccc(-c2csc(NNC3=NCCCCC3)n2)cc1` gave OX1R antag-1 -21.9 and OX1R antag-2 11.2.
Screening CCOC(=O)C1CN(S(=O)(=O)c2ccccc2)CCN1S(=O)(=O)c1ccccc1 (centres undefined) returned OX1R antag-1 -20.2 and OX1R antag-2 7.0.
For O=C(NC(=S)NCC1CCCO1)c1ccccc1 (centres undefined) the results were OX1R antag-1 0.9 and OX1R antag-2 4.1.
`Cc1nc2ccc(S(=O)(=O)N(C)CC(=O)N3CCc4ccccc4C3)cc2s1` gave OX1R antag-1 -11.6 and OX1R antag-2 16.8.
`O=C(Cc1ccccc1)Nc1ccc(SC(F)F)cc1` gave OX1R antag-1 -8.4 and OX1R antag-2 18.4.
`Cc1ccccc1Nc1nc(-c2sc(NC(=O)c3ccccc3)nc2C)cs1` gave OX1R antag-1 -26.2 and OX1R antag-2 11.7.
COC(=O)Cc1ccc(NC(C)=O)cc1 was read as OX1R antag-1 -10.1 and OX1R antag-2 4.5.
`COc1ccc2c(c1)CC/C2=N\OC(=O)c1cccc(C)c1` gave OX1R antag-1 -30.1 and OX1R antag-2 30.1.
CN(C)S(=O)(=O)c1cccc(N=C2SCCN2Cc2ccccc2)c1 was read as OX1R antag-1 -0.8 and OX1R antag-2 30.4.
`CCC(=O)NCCc1nc2cc(NC(=O)c3ccccc3OC)ccc2n1C` gave OX1R antag-1 -13.4 and OX1R antag-2 12.7.
`CN(C)S(=O)(=O)n1cc(/C=C(\NC(=O)c2ccccc2Cl)C(=O)N2CCOCC2)c2ccccc21` gave OX1R antag-1 -18.6 and OX1R antag-2 -4.4.
Screening Cc1ccc(OCc2nnc(SC(C)C(=O)O)n2-c2ccccc2)cc1 (centres undefined) returned OX1R antag-1 0.6 and OX1R antag-2 0.3.
`Cn1c(=O)c2c(nc(N3CCCCCC3)n2CC(=O)c2ccccc2)n(C)c1=O` gave OX1R antag-1 -35.9 and OX1R antag-2 3.6.
COc1ccc2nc(N3CCC(C)CC3)c(C#N)cc2c1 was read as OX1R antag-1 -21.4 and OX1R antag-2 57.8*.
For Cc1nc(Oc2ccc(S(=O)(=O)N3CCOCC3)cc2Cl)c2c3c(sc2n1)CCCC3 the results were OX1R antag-1 2.0 and OX1R antag-2 8.8.
For COc1ccc(/C=C/c2ccncc2)cc1OC the results were OX1R antag-1 -14.1 and OX1R antag-2 31.3.
For CCN(CC1CCCO1)C(=O)CCc1nnc(CCc2ccccc2OC)o1 (centres undefined) the results were OX1R antag-1 -3.6 and OX1R antag-2 -9.6.
O=C(CSc1ncn[nH]1)Nc1nc(-c2ccccc2)ns1 was read as OX1R antag-1 6.5 and OX1R antag-2 9.5.
Cc1cccc(OCCC(=O)N(C)CC(=O)Nc2cccc3ccccc23)c1 was read as OX1R antag-1 -19.2 and OX1R antag-2 31.0.
Screening COc1ccccc1C/C(N)=N/O returned OX1R antag-1 6.8 and OX1R antag-2 9.0.
N/C(=N\OC(=O)c1ccco1)c1ccc(Cl)cc1 was read as OX1R antag-1 -24.4 and OX1R antag-2 6.3.
For CN(C)S(=O)(=O)Nc1ccc(NS(=O)(=O)N(C)C)c(S(=O)(=O)c2ccccc2)c1 the results were OX1R antag-1 -9.0 and OX1R antag-2 7.0.
`COCCOc1cc(N)c(Cl)cc1Cl` gave OX1R antag-1 -19.4 and OX1R antag-2 15.0.
Screening Cc1ccccc1NC(=O)c1cc(N)ccc1N1CCCCC1 returned OX1R antag-1 -13.6 and OX1R antag-2 4.4.
CN(C)c1ccc(/C=C/C=C2/SC(=S)N(c3ccccc3)C2=O)cc1 was read as OX1R antag-1 35.8 and OX1R antag-2 8.8.
For O=C(NNC(=S)Nc1cccc(Cl)c1)c1ccccc1 the results were OX1R antag-1 -1.4 and OX1R antag-2 13.0.
Screening Cc1ccc(S(=O)(=O)CC(=O)Nc2c(C)n(C)n(-c3ccccc3)c2=O)cc1 returned OX1R antag-1 -19.4 and OX1R antag-2 6.6.
For COc1ccc(Cl)cc1S(=O)(=O)N1CCC(O)(c2ccc(Cl)cc2)CC1 the results were OX1R antag-1 -28.4 and OX1R antag-2 5.4.
O=C(CC1C(=O)NCCN1Cc1ccc(-c2ccccc2)cc1)NCCc1ccccn1 (centres undefined) was read as OX1R antag-1 12.9 and OX1R antag-2 3.4.
`Cc1cc(C(=O)CN2C(=O)NC(C)(CC(C)C)C2=O)c(C)n1-c1ccc2c(c1)OCO2` (centres undefined) gave OX1R antag-1 -22.1 and OX1R antag-2 21.4.
`CC(=O)Nc1ccc(C2=NN(c3ccccc3)C(c3cccs3)C2)cc1` (centres undefined) gave OX1R antag-1 -26.2 and OX1R antag-2 35.0.
Screening CCOC(=O)C1(Cc2cccc(OC)c2)CCCN(C(=O)c2ccc(OC)o2)C1 (centres undefined) returned OX1R antag-1 -31.0 and OX1R antag-2 8.2.
Cc1nn(C)c(C)c1NC(=O)CSc1nc(C2CC2)nc2c1cnn2-c1ccccc1 was read as OX1R antag-1 -5.0 and OX1R antag-2 1.2.
`COc1ccc(C2CCCN2C(=S)Nc2c(C)cccc2C)cc1OC` (centres undefined) gave OX1R antag-1 -38.6 and OX1R antag-2 20.2.
For Cc1ccc(COc2ccc(-c3nnco3)cc2)cc1 the results were OX1R antag-1 -14.1 and OX1R antag-2 11.5.
Screening N#Cc1ccc(C(=O)N2CCN(c3ncccn3)CC2)cc1 returned OX1R antag-1 14.8 and OX1R antag-2 -1.5.
C=CCC1(O)C(=O)Nc2ccccc21 (centres undefined) was read as OX1R antag-1 -15.8 and OX1R antag-2 7.4.
Screening O=C(c1ccccn1)C1CCCN(Cc2nc(Cc3cccc(F)c3)no2)C1 (centres undefined) returned OX1R antag-1 -30.0 and OX1R antag-2 15.9.
Screening Cc1ccc(NC(=O)c2nc[nH]c2C(=O)NCCCCNC(=O)c2[nH]cnc2C(=O)Nc2ccc(C)cc2)cc1 returned OX1R antag-1 -10.0 and OX1R antag-2 1.1.
CCN(C(=O)CN1CCN(c2ccccc2F)CC1)c1c(N)n(Cc2ccccc2)c(=O)[nH]c1=O was read as OX1R antag-1 -1.2 and OX1R antag-2 21.6.
CN1CCN(NC(=O)/C=C/c2ccc(C(C)(C)C)cc2)CC1 was read as OX1R antag-1 2.6 and OX1R antag-2 26.3.
Screening COc1ccc(S(=O)(=O)N2CCCC(C(=O)NCCc3ccccc3)C2)cc1 (centres undefined) returned OX1R antag-1 -21.1 and OX1R antag-2 -3.2.
Screening CCn1c(=N)c(C(=O)NCCCOC)cc2c(=O)n3cccc(C)c3nc21 returned OX1R antag-1 -19.1 and OX1R antag-2 141.2*.
`Cc1ccc2c(c1)N(S(=O)(=O)c1ccc(CN3C(=O)c4cccnc4C3=O)s1)CCO2` gave OX1R antag-1 -21.0 and OX1R antag-2 10.6.
`C=CCN=C(CC)C1=C(O)CCCC1=O` gave OX1R antag-1 5.3 and OX1R antag-2 10.8.
For C[C@H]1CN([C@@H](C)CO)C(=O)Cc2cc(NC(=O)CCC(F)(F)F)ccc2O[C@H]1CN(C)C(=O)Nc1ccc(F)cc1 the results were OX1R antag-1 -8.4 and OX1R antag-2 9.1.
Screening COCCn1c(Cc2ccccc2)nnc1SCC(=O)N(C)C returned OX1R antag-1 -1.7 and OX1R antag-2 12.5.
`CCOc1ccc(NS(=O)(=O)c2ccc(C(=O)N3CCCC3)cc2)cc1` gave OX1R antag-1 -7.9 and OX1R antag-2 11.3.
Screening O=C(c1ccc(S(=O)(=O)c2ccccc2)cc1)N1CCCCCC1 returned OX1R antag-1 -22.3 and OX1R antag-2 4.6.
For CCN(Cc1nc(-c2ccc(OC)c(OC)c2)no1)C(=O)c1ccc2c(c1)OCO2 the results were OX1R antag-1 -20.7 and OX1R antag-2 18.7.
For CCN1CCSc2ccc(C(=O)NCc3ccc(OC(C)C)cc3)cc21 the results were OX1R antag-1 -14.1 and OX1R antag-2 0.7.
For COc1ccccc1OCCOCCn1cnc2ccccc2c1=O the results were OX1R antag-1 -6.8 and OX1R antag-2 7.0.
`Fc1ccccc1NC(=S)N(CCN1CCCCCC1)Cc1cccs1` gave OX1R antag-1 -26.5 and OX1R antag-2 15.4.
Screening Cc1cc(F)ccc1S(=O)(=O)Nc1ccccc1C(=O)Nc1ccccc1-c1nc2ccccc2[nH]1 returned OX1R antag-1 8.6 and OX1R antag-2 19.6.
`CCOC(=O)Cc1csc(/N=C/c2c(O)n(-c3ccccc3C(F)(F)F)c(=O)c3ccccc23)n1` gave OX1R antag-1 -43.3 and OX1R antag-2 15.2.
Screening CCN1C(=O)[C@@H]2[C@H](C1=O)[C@@H]1C(=O)Nc3ccccc3C(=O)N1[C@@H]2c1cccc(C)c1 returned OX1R antag-1 -17.4 and OX1R antag-2 31.2.
CC(=O)NCCc1nc2cc(NC(=O)COc3cccc(C)c3)ccc2n1C was read as OX1R antag-1 -3.4 and OX1R antag-2 14.9.
`COc1ccc(/C=C2\SC(=O)N(CCC(=O)N3CCCCC3CCO)C2=O)cc1` (centres undefined) gave OX1R antag-1 -34.8 and OX1R antag-2 20.6.
CCc1cccc(NC(=O)CSC2=NS(=O)(=O)c3ccccc32)c1 was read as OX1R antag-1 7.3 and OX1R antag-2 -7.1.
For COc1ccccc1-c1cc(C(=O)NCc2ccco2)no1 the results were OX1R antag-1 -12.6 and OX1R antag-2 12.2.
For COc1ccc(NC(=O)CN(c2cccc(C(F)(F)F)c2)S(C)(=O)=O)cc1OC the results were OX1R antag-1 -14.0 and OX1R antag-2 24.1.
CCCCn1nc(NC(=O)CC)c2cc3cc(OC)ccc3nc21 was read as OX1R antag-1 -17.1 and OX1R antag-2 0.2.
Cn1c(CCN2CCOCC2)nc2cc(NC(=O)COc3ccc([N+](=O)[O-])cc3)ccc21 was read as OX1R antag-1 -6.8 and OX1R antag-2 22.6.

Structures shown so far that contain a COOH group (2):
Screening CS(=O)(=O)Nc1ccccc1C(=O)O returned OX1R antag-1 -12.1 and OX1R antag-2 15.8.
Screening Cc1ccc(OCc2nnc(SC(C)C(=O)O)n2-c2ccccc2)cc1 (centres undefined) returned OX1R antag-1 0.6 and OX1R antag-2 0.3.

From PubChem BioAssay

Hits appear at their usual frequency; 2.1% or so of the library scored in one or more.
